NPY Y1 blocker – NPY-Y1 (human) receptor antagonism; inhibition, % at 3.6 µM; AID 1040; HEK293-CNG Y1 cells, membrane potential fluorescence; NPY at EC95, then isoproterenol; 200,000 compounds, 1% hits; P25929;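 active = inhibition above the campaign mean inhibition of all tested compounds plus 3 SD, cut at about 20% in these data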;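 note: 0% = DMSO wells given NPY plus isoproterenol and 100% = isoproterenol alone without NPY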
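material = HEK293 cells with Y1 receptor plus CNG channel | also added = NPY 25 nM then isoproterenol 1 µM plus Ro 20-1724 25 µM | schedule = dye 3 h, compound 60 min room temperature, stimulation 45 min | measured by = membrane potential fluorescence | benchmarks = high control isoproterenol alone, low control NPY with isoproterenol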
TRPML3 agonist – human mucolipin-3 channel agonism | Q8TDD5 | HEK293 TRPML3-YFP, Fluo-8 calcium fluorescence; 100% = the carbachol control signal | activation, % at 3 µM | 220,000 compounds, 0.29% hits;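 active = activation above its plate's cutoff, the mean activation of the plate's test wells plus 3 SD, cut at about 12% in these data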;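 note: 0% = DMSO only wells and 100% = carbachol wells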
Target sequence (Q8TDD5 whole entry, looked up): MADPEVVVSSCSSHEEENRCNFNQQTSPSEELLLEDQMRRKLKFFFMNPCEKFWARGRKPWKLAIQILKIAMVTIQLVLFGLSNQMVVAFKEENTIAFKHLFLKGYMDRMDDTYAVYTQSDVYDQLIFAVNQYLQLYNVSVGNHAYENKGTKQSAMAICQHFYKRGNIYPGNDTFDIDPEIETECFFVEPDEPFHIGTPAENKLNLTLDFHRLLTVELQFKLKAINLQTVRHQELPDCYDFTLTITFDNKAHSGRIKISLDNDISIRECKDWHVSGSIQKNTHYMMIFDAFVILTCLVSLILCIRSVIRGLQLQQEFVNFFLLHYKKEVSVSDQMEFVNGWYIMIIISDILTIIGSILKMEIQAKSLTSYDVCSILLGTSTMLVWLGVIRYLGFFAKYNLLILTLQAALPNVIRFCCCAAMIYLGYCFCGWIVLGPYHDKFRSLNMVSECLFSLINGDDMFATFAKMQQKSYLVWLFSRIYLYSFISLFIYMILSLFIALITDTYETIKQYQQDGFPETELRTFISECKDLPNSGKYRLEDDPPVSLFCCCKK
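Test system – HEK293 line with stable expression of human TRPML3-YFP channel · Control set – carbachol 87 µM final as high control (100%), DMSO as low control (0%) · Signal – Fluo-8 calcium dye fluorescence, ex 470-495, em 515-575 nm · Incubation – 1-h 37 °C dye load, 5-s basal, 120-s post-compound reads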
zfTRPN1 agonist – zebrafish TRPN1 (NompC) channel agonism | HEK293 zebrafish TRPN1-YFP, Fluo-8 calcium fluorescence; 100% = response to 87 µM carbachol | activation, % at 3 µM | 220,000 compounds, 0.18% hits;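 active = activation above its plate's cutoff, the mean activation of test wells on that plate plus 3 SD, cut at about 19% in these data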;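 note: 0% = DMSO alone and 100% = 87 µM carbachol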
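Control set: carbachol 87 µM as high control, DMSO as low control; system: HEK293 stable line with zebrafish TRPN1-YFP; read-out: % activation versus carbachol response; detection: intracellular calcium fluorescence with Fluo-8; doses: single test compound dose, 3 µM nominal, 0.3% DMSO; schedule: dye 1 h 37 °C plus 30 min RT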
EP2 modulator – modulates human prostaglandin E2 receptor EP2 signaling; P43116; EP2-expressing cells, cAMP HTRF FRET, PGE2 co-stimulation; induction, % at 25 µM; 260,000 compounds, 0.83% hits;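 active = compounds whose cAMP rise, as percent of the full-agonist control response, exceeds 60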;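 note: rat C6 glioma line stably carrying human EP2 under a CMV promoter; the protocol text gives 20 µM as final concentration; 100% = response of wells given 1 µM PGE2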
Target sequence (P43116 whole entry, looked up): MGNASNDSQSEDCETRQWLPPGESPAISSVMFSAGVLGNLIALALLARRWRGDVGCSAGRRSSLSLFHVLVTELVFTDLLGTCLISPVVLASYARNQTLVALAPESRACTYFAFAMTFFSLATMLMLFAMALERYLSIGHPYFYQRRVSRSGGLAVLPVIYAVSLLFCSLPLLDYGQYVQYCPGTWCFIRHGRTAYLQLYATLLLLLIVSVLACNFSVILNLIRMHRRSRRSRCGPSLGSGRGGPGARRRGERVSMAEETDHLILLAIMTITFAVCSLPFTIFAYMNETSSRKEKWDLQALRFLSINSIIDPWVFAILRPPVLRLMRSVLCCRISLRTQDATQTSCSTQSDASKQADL
NPY2 pot ag – human NPY-Y2 potentiation or agonism, primary screen | cells expressing NPY-Y2, potentiator/agonist read-out | 220,000 compounds, 0.45% hits | P49146 | activation, % at 3.6 µM; in the data active = activation above about 27%;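 note: cells stimulated with NPY near EC25 plus isoproterenol at EC100; 0% = vehicle plus submaximal agonist and 100% = vehicle plus saturating agonist; some results beyond the cut were filed as inactive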
S1P4 antag – human S1P4 receptor antagonism; O95977; S1P4-expressing cells, antagonist mode, reporter read-out; inhibition, % at 4.98 µM; 220,000 compounds, 0.26% hits; in the data active = inhibition above about 29%;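 note: 0% = wells stimulated with agonist and 100% = vehicle wells without agonist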
CHOP inh – blocks CHOP induction under ER stress; CHO-K1 CHOP-promoter luciferase, tunicamycin-induced, 15-18 h; AID 2732; 220,000 compounds, 3.8% hits; inhibition, % at 10 µM;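 active = compounds that reduced the stress-induced luciferase reporter signal by more than about 70% of percent inhibition, limit read from the data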;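 note: 0% = tunicamycin plus vehicle and 100% = wells without tunicamycin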
NPY1 pot ag – potentiators or agonists of human neuropeptide Y receptor Y1; P25929; NPY-Y1 expressing cells, potentiator/agonist activation; activation, % at 3.6 µM; 220,000 compounds, 0.37% hits; AID 1304; in the data active = activation above about 33%, passing the limit was not always enough;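 note: cells stimulated with NPY at EC10 then isoproterenol at EC100; 0% = low agonist plus stimulus and 100% = saturating agonist plus stimulus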
S1P4 agonist – human S1P4 receptor agonism; S1P4-expressing cell line, agonist reporter assay; activation, % at 4.98 µM; 220,000 compounds, 0.35% hits; in the data active = activation above about 11%;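 note: 0% = DMSO vehicle and 100% = reference agonist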
* = called active by the depositor; · = no result given; & = joins results of further samples; ! = not confirmed by another sample.

The first 3 compounds, to show the layout:
SMILES	NPY Y1 blocker	TRPML3 agonist	zfTRPN1 agonist	EP2 modulator	NPY2 pot ag	S1P4 antag	CHOP inh	NPY1 pot ag	S1P4 agonist
COc1ccccc1N1CCN(Cc2ccsc2)CC1	1	0.4	-0.3	4	13	-15	19	8	-0.2
Cc1cc(Cl)cc(Cl)c1OCCOCCN(C)C	-1	0.5	-1.2	-2	-16	-22	35	-9	2.0
O=C(COc1ccccc1)NCC(=O)NC1=NCCS1	-1	0.5	0.4	0	-2	7	-7	6	-4.3

The list itself, previewed entries included:
SMILES	NPY Y1 blocker	TRPML3 agonist	zfTRPN1 agonist	EP2 modulator	NPY2 pot ag	S1P4 antag	CHOP inh	NPY1 pot ag	S1P4 agonist
COc1ccccc1N1CCN(Cc2ccsc2)CC1	1	0.4	-0.3	4	13	-15	19	8	-0.2
Cc1cc(Cl)cc(Cl)c1OCCOCCN(C)C	-1	0.5	-1.2	-2	-16	-22	35	-9	2.0
O=C(COc1ccccc1)NCC(=O)NC1=NCCS1	-1	0.5	0.4	0	-2	7	-7	6	-4.3
CCc1cc2c(=O)c(-c3ccc4c(c3)OCCO4)c(C)oc2cc1OS(C)(=O)=O	0	0.0	0.9	-16	0	-16	18	-5	-0.1
CCN(CC)S(=O)(=O)c1ccc2c(c1)c(=O)c(C(=O)N1CCc3ccccc3C1)cn2C	2	-0.1	-0.3	4	0	-10	3	-18	-0.9
CCn1c(C)cc2c(c1=O)C(c1ccccc1)C(C(=O)OC)=C(N)O2 (stereo not drawn)	1	0.4	1.6	12	8	-2	19	1	-2.0
Fc1ccc(COc2ccccc2CNc2nn[nH]n2)cc1	1	0.7	1.6	-3	-7	-27	6	-8	1.1
O=c1[nH]c(N/N=C\c2ccc3c(c2)OCO3)nc2ccccc12	-3	0.1	1.2	-7	1	14	-33	8	-1.4
COc1ccc(Nc2sc(C(=O)c3ccc(Cl)cc3)c(N)c2C(=O)Nc2ccccc2OC)cc1	-5	11	12	-38	8	-31	29	7	-0.5
CC(=O)N1CCCc2cc(S(=O)(=O)N(C)CCC#N)ccc21	4	0.9	1.2	14	4	-2	-32	3	-1.0
CNS(=O)(=O)c1ccc(Cl)nc1	1	-0.1	0.3	23	3	-2	-3	10	-1.2
COc1ccc(N(CC(=O)Nc2c(C)cccc2C)S(=O)(=O)c2ccccc2[N+](=O)[O-])c(OC)c1	9	0.1	-1.3	19	-16	3	15	11	-1.3
COc1cc([N+](=O)[O-])cc(/C=N/NC(=O)Cn2cncn2)c1O	·	1.1	1.4	-8	-11	0	4	-12	0.8
CCNC(=O)COC(=O)c1ccc(S(=O)(=O)N2CCCCCC2)cc1	-8	0.1	0.6	22	-4	-5	-1	1	0.0
CCCOc1ccc(/C(O)=C2/C(=O)C(=O)N(CCCOC)C2c2cccnc2)cc1 (stereo not drawn)	-3	0.2	-0.2	47	-2	1	16	11	0.2
CC(C)N(Cc1nc(-c2ccc(Cl)cc2)no1)C(=O)C(c1ccccc1)c1ccccc1	7	-0.2	-1.4	21	-12	-16	43	-7	1.7
Cc1cc(-c2ccc(Cl)cc2)oc(=O)c1NC(=O)c1ccccc1	2	0.1	0.0	38	-9	-8	3	-11	0.3
COc1ccc(N(C(C)C(=O)N/N=C/c2ccc(OC)c(OC)c2)S(C)(=O)=O)cc1 (stereo not drawn)	4	0.6	-0.3	12	-17	18	36	-4	-2.1
CC1(C)CC2CC(C)(CN2C(=O)C23CCC(C)(C(=O)O2)C3(C)C)C1 (stereo not drawn)	-4	-0.9	0.8	13	1	-1	-6	8	-1.7
CCOc1ccc(CC(=O)NNC(=S)NC)cc1Br	·	0.2	0.1	-24	8	-13	12	14	0.5
O=C(CCCN1C(=O)/C(=C/c2ccccc2)SC1=S)Nc1ccc(O)cc1	-3	0.5	1.3	-73	-1	-2	59	-7	0.3
Cc1ccc(C(C(=O)NC(C)(C)C)N(CC2CCCO2)C(=O)Cn2nnc(-c3ccc(C)o3)n2)cc1 (stereo not drawn)	2	-1.1	-1.0	29	-4	-5	12	-17	1.5
CSc1ccc(Cl)c(C(=O)OCC(=O)N(C)CCC#N)c1	-2	-0.6	0.8	23	-1	-43	5	-3	1.8
Cc1ccc(N(CN2C(=O)C3CC=CCC3C2=O)C(=O)c2ccco2)cc1Cl (stereo not drawn)	-7	-0.7	0.2	-3	5	16	9	28	0.8
CCCc1c(O)nc(SCCN(CC)CC)n(C(=O)c2ccccc2)c1=O	8	0.1	0.2	11	10	-17	-1	4	1.2
SMILES	NPY Y1 blocker	TRPML3 agonist	zfTRPN1 agonist	EP2 modulator	NPY2 pot ag	S1P4 antag	CHOP inh	NPY1 pot ag	S1P4 agonist
Cc1c(C(=O)C(=O)NCCCn2ccnc2)c2ccccc2n1C	-2	0.5	-0.1	-5	11	1	16	-5	4.1
CC1(C)C2CCC(C2)C1(C)NC(=O)CNCc1cccs1 (stereo not drawn)	3	0.6	0.8	-17&0	3	-15	-6	17	0.2
O=C(Nc1cccnc1Cl)c1ccc2c(Cl)c3c(nc2c1)CCC3	0	0.4	-0.4	-25	-1	-3	11	-27	-0.2
CCOC(=O)c1ccccc1NC(=O)CSc1ncc(C(=O)OCC)c(N)n1	11	-0.6	-1.2	65*!	17	-8	75*	-12	1.1
c1cc(C2CCCCC2)ccc1Oc1nc(N2CCOCC2)nc(N2CCOCC2)n1	-2	0.3	-1.0	24	-2	-16	18	13	2.0
O=C(NC(NC(=O)c1ccccc1)c1ccccc1)c1ccccc1	11	-0.7	-0.9	21	1	-3	80*	-6	0.4
CC1CCCCN1S(=O)(=O)c1ccc(C(=O)Nc2ccccc2-c2nc3ccccc3[nH]2)cc1 (stereo not drawn)	-4	0.8	2.5	-12	-3	-13	26	4	-0.1
COc1cccc(OC)c1C(=O)N1CCN(Cc2ccncc2)CC1	9	-0.7	-1.2	6	2	-24	-16	-10	-0.9
COc1ccc(NC(=O)c2sc(SC)nc2N)cc1	0	0.8	-0.3	9	3	-14	8	-10	0.9
COc1ccc(Nc2nc(C(=O)N3CCc4ccccc4C3)cs2)cc1	8	-0.3	-2.5	-38	7	-4	35	5	0.2
O=C(NC1CCN(CC(=O)N(c2ccccc2)c2ccccc2)CC1)c1ccc([N+](=O)[O-])cc1	5	-0.7	-2.9	31	-3	-11	21	9	-0.6
N=c1oc2ccccc2cc1-c1nc2ccccc2c(=O)[nH]1	0	0.7	1.6	18	-15	-6	18	5	0.5
CCCc1cc(=O)[nH]c(SCC(=O)NC(=O)OCC)n1	-4	0.4	0.6	0	1	-11	-13	-18	1.8
O=C(Nc1ccc2c(c1)OCO2)C(c1ccc(Cl)cc1)N1CCC2(CC1)OCCO2 (stereo not drawn)	0	-0.9	0.4	-10	-5	7	0	3	1.7
CC(C)(C)n1nnnc1C(c1cccnc1)N1CCOCC1 (stereo not drawn)	2	-0.2	1.5	34	-9	-15	26	5	0.8
CNC(=O)CSc1nnc(-c2ccco2)n1-c1ccccc1OC	3	0.4	0.5	·	11	-18	·	-14	0.5
CCOc1ccc(-c2nc(C#N)c(N3CCN(Cc4ccccc4)CC3)o2)cc1	6	-1.2	-1.7	19	-27	-1	58	-43	-3.1
Cc1cccc2nc(CNc3ccc(F)cc3)cn12	5	-0.3	-0.7	4	6	10	10	6	-0.8
O=C(NCc1ccc(F)cc1)c1noc2c1CCCC2	10	-1.2	-0.1	15	-19	-1	-19	10	-4.3
CCN(CC)C(=O)CSc1nnc(-c2ccco2)n1Cc1ccco1	-6	1.0	-0.4	11	-9	16	7	4	-0.7
CC(C)CN(CC(C)C)c1nc(N)c(C#N)c(CC#N)c1C#N	-3	-0.5	-1.8	27	-35	9	48	-18	0.7
CCOc1cc(C(=O)Nc2nnc(C)s2)cc(OCC)c1OCC	-4	0.6	0.9	-14	-2	-6	59	-6	-1.1
CCn1ncc(C(=O)Nc2ccc(S(=O)(=O)N3CCCC3)cc2)c1C	-2	1.1	1.1	4	-2	-5	10	0	-0.9
CCOC(=O)N1CCC(NC(=O)CN2C(=O)CCSc3ccccc32)CC1	4	0.3	0.5	-12	3	-16	-1	-4	0.0
C/C(=N\NC(=S)NCc1ccccc1)c1ccc(Cl)cc1	22*	-0.6	-1.2	-25	4	-18	16	-51	-1.2
SMILES	NPY Y1 blocker	TRPML3 agonist	zfTRPN1 agonist	EP2 modulator	NPY2 pot ag	S1P4 antag	CHOP inh	NPY1 pot ag	S1P4 agonist
CC(C)NC(=O)c1cc2c(C(F)(F)F)nn(C)c2s1	-9	0.1	1.3	-6	10	-9	-18	-1	-0.9
CCOC(=O)Cn1nnc(-c2cccc(OC)c2)n1	5	0.4	0.0	1	-5	-6	-4	-20	2.2
COc1ccc(-c2cc3ncc(C(C)=O)c(C)n3n2)cc1	6	-0.3	3.1	-6	-14	-6	-5	-20	-0.7
O=C(O)c1ccccc1Nc1cccc(C(F)(F)F)c1	8	0.1	-0.7	15&-39	-1	-25	-4	-41	2.2
NC(=S)NNc1c(F)c(F)c(F)c(F)c1F	0	-0.1	-0.2	-15	-5	-9	-1	-9	2.8
O=C(Nc1ccc(NC(=O)c2ccccc2)nc1)c1ccncc1	-3	1.0	0.5	-11&-1	0	-7	-19	-1	5.7
COc1cc(-c2ccc(NC(=O)CN3CCC(C)CC3)c(OC)c2)ccc1NC(=O)CN1CCC(C)CC1	1	1.0	-1.8	-5	-4	-23	-25	13	0.6
C=CCSc1nn2c(=O)c3ccccc3nc2s1	0	0.3	0.1	39	3	-2	-10	-16	1.6
Cn1nnnc1SCC(=O)c1c(N)n(C)c(=O)n(C)c1=O	6	0.5	-0.3	12	0	-2	5	1	0.3
OCCNc1nc2ccccc2[nH]1	3	0.2	-0.2	16	-6	0	-17	17	2.1
COc1cc(C(=O)N2CCN(C/C=C/c3ccccc3)CC2)cc(OC)c1C	2	-0.1	-1.9	-9	-15	11	16	-22	-1.2
CC(=O)Nc1sc2c(c1C#N)CCC(C)C2 (stereo not drawn)	5	-0.2	-1.3	-4	-9	-12	46	-4	0.3
COc1ccc(/C=N/N2CCN(C)CC2)cc1O	-2	0.2	-0.3	13	-5	-31	10	-9	-1.1
CCN(C(=O)Cn1cc(C(C)=O)c2ccccc21)c1ccccc1	-7	0.7	0.5	-79&-38	-13	8	-4	-8	0.5
O=C(CNC(=O)c1ccc(Br)cc1)NCCc1nc2ccccc2[nH]1	4	-0.1	-1.9	17	-2	4	11	-11	0.3
COc1ccc(-c2csc3nc(C)nc(N4CCCCC4)c23)cc1OC	15	-0.2	-1.8	33	-3	-3	10	-22	-0.7
CCOC(=O)c1c(C)nc2sccn12	-5	1.3	-1.0	33	3	2	9	10	-0.7
C/C(CC(=O)Nc1cccc(C(F)(F)F)c1)=N\NC(=O)C(=O)NCC(C)C	1	-0.3	-1.3	-18	19	-12	18	17	1.5
O=C(CCS(=O)(=O)c1cccc2nonc12)N1CCCc2ccccc21	-2	0.6	0.9	-3	3	-27	4	-3	0.8
